HDAC3 inh: HDAC3 deacetylase inhibitors, primary screen, biochemical, fluorescence, cell-free homogeneous. Histone deacetylase 3 (Homo sapiens), O15379. recombinant HDAC3, fluorogenic peptide/trypsin coupled. inhibition, % at 8.3 µM. actives 0.15% (n = 320,000). AID 2718, 2010; in the data active = inhibition above about 26%, passing the limit was not always enough; inconclusive = no clear call, values can overlap the other calls
Target sequence (O15379 whole entry, looked up): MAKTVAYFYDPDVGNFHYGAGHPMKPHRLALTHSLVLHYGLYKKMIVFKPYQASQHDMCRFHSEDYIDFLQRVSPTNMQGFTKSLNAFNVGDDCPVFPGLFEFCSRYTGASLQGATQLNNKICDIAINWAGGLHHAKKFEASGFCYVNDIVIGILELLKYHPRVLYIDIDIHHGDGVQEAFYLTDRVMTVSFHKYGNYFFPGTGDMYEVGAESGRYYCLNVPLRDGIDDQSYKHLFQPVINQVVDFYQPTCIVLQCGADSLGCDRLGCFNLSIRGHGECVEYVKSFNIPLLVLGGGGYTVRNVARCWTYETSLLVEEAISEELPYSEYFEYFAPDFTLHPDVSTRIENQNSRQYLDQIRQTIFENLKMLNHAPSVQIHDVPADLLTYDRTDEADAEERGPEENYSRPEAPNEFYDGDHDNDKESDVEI
GSK3A inh: blockers of GSK3A enzyme activity – biochemical, luminescence, cell-free homogeneous, HTS, primary screen | Glycogen synthase kinase-3 alpha (Homo sapiens), P49840 | GSK-3 alpha kinase, ADP-Glo luminescence, 60 min | inhibition, % at 10 µM | actives 0.1% (n = 320,000) | AID 2650, 2010;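 in the data active = inhibition above about 50%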;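 also: GST-tagged GSK-3 alpha with peptide substrate and 25 µM ATP; 0% = DMSO neutral wells and 100% = GW8510 positive control wells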
Target sequence (P49840 whole entry, looked up): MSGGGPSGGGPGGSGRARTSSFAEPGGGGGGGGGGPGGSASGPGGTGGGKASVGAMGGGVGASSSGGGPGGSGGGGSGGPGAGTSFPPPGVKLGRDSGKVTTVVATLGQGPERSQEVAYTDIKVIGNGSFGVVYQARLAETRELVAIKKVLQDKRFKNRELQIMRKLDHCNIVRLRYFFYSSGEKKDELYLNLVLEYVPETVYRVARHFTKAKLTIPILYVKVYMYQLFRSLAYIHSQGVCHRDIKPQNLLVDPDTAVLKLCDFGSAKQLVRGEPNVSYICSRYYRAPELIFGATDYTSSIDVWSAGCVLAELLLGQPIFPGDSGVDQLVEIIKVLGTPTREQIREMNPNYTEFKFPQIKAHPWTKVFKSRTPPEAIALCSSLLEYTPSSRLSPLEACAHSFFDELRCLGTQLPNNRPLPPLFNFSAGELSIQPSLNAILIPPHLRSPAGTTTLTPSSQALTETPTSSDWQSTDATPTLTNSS
HSF1 inhib: HSF1 inhibitors in luciferase reporter cells, primary screen, cell-based, NIH3T3, luminescence; activity change, negative = inhibition, % at 7.5 µM (by protocol); NIH3T3-HGL HSE-luciferase, MG132-induced, luminescence 8 h; stronger effect = lower value; AID 2098, 2009; actives 0.77% (n = 300,000);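 active = more than half of replicate wells show activity change below -50%, luminescence cut by over half; inconclusive = some wells, but at most half, below -50%; inactive = no replicate well below -50%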;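 also: luciferase reports HSF-1 transcriptional activity via heat shock element; 0% = median of DMSO wells and -100% = zero luminescence signal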
AI-2 QS modul: Vibrio harveyi AI-2 quorum sensing modulators, primary screen, JMH597 strain, luminescence/OD600 ratio; Vibrio harveyi JMH597 AI-2 luminescence/OD600 ratio, 9 h; stronger effect = lower value; strain lacks LuxN and CqsS sensors; 0 = neutral-control median; activity change, % at 7.5 µM; actives 0.4% (n = 300,000); in the data active = activity change below about -75%, passing the limit was not always enough; inconclusive = no clear call, values can overlap the other calls;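 also: luminescence divided by OD600 gain over 9 h not by final OD600 alone; inactives centre near 13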
HSF1 activator: HSF-1 activators, primary screen, NIH3T3-HGL cells, MG132 stress, luminescence, single point; AID 504408, 2011; actives 1.7% (n = 300,000); activation, % at 9 µM; NIH3T3-HGL HSF-1 luciferase reporter, 8 h; 100% = twice DMSO control signal;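 active = mean replicate activation of at least 50% with a set share of replicates each reaching 50%; inconclusive = only one of those two conditions met; inactive = mean below 50% and too few replicates reaching it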;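 also: 0% = median of the neutral control wells and 100% = twice that signal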
PolyA inh: polyadenylation inhibitors in yeast reporter cells, primary screen, luminescence, S. cerevisiae; actives 0.02% (n = 300,000); S. cerevisiae SKY197-pL101 polyadenylation reporter, beta-gal luminescence; efflux-impaired pdr1/pdr3 knockout yeast; score 100 = 6 SD above DMSO; calls only at 12 µM; AID 1875, 2009;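 active = lowest replicate activity score at least 50, where 100 means six control SD above control mean; inconclusive = lowest score under 50 but half or more replicates reach 50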;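 also: yeast exposed to compound for 9 h at 30 °C; higher score means more reporter readthrough which indicates perturbed polyadenylation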
GSK3B inh: human GSK3beta kinase inhibitors, primary screen, biochemical, cell-free homogeneous, HTS | Glycogen synthase kinase-3 beta (Homo sapiens), P49841 | GST-GSK3beta kinase, ADP-Glo luminescence, 60 min; stronger effect = lower value | activity score (negative = inhibition), % at 10 µM | actives 0.038% (n = 300,000) | AID 2097, 2009;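 active = more than half of replicate wells score below -50%, meaning over 50% inhibition versus plate controls; inconclusive = some replicates but at most half score below -50%; inactive = no replicate scores below -50%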;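 also: 0% = median DMSO wells and -100% = median GW8510 positive control wells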
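Test system – GST-tagged human GSK3beta kinase, cell-free · Incubation – 60 min enzyme reaction, room temperature · Signal – ADP-Glo luminescence · Also added – peptide substrate and ATP at 25 µM · Controls – DMSO neutral wells and GW8510 at 20 µM as positive · Buffer or medium – Tris/MgCl2 kinase buffer · Measure – Luminescence-derived activity versus plate DMSO and GW8510 wells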
Dyrk1A ADPGlo: rat Dyrk1A kinase inhibitors, primary screen, biochemical, single point, plate reader; actives 0.43% (n = 310,000); ADP-Glo luminescence, NFATc1 peptide; inhibition, % at 12.5 µM; Dual specificity tyrosine-phosphorylation-regulated kinase 1A (Rattus norvegicus), Q63470; AID 504441, 2011; in the data active = inhibition above about 50%;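 also: plate controls were vehicle with enzyme for no effect and no enzyme for full effect; many of its hits are not listed in these tables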
Platelet DG rel: inhibitors of platelet dense granule secretion, primary screen, cell-based, MLPCN, human platelets | human platelet-rich plasma, SFLLRN dense granule ATP release, luminescence | inhibition, %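 (compounds screened at 7.5 µM in platelet-rich plasma)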 | actives 0.22% (n = 300,000) | AID 1663, 2009;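 active = mean replicate score, as percent of positive control, at or above 50; inconclusive = mean below 50 but at least one replicate at or above 50; inactive = mean and every replicate below 50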
HSP90 refold inh: HSP90 inhibitors, primary screen, cell lysate, luminescence. Heat shock protein HSP 90 (rabbit reticulocyte lysate; luciferase refolding). Rabbit reticulocyte lysate, luciferase refolding luminescence, 3 h. inhibition, % at 5.6 µM. actives 0.91% (n = 290,000). AID 1789, 2009;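 active = inhibition above the screen-wide mean plus 3 SD, computed separately per campaign, cut at about 16% in these data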;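 also: 0% = DMSO wells and 100% = 60 µM geldanamycin wells; inhibitors lower the luminescence because luciferase stays unfolded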
* marks the source's active call; other numbers are inactive results; i = inactive; ? = inconclusive; · = no result given. Not all compounds are listed. The share of hits here may be higher or lower than overall.

molecule	HSF1 activator	HDAC3 inh	GSK3A inh	HSP90 refold inh	Dyrk1A ADPGlo	AI-2 QS modul	Platelet DG rel	PolyA inh	HSF1 inhib	GSK3B inh
COc1ccc(CNC(=O)C(=O)NCC2OCCN2S(=O)(=O)c2ccc3c(c2)OCCO3)cc1 (stereo not drawn)	-16	·	-1	-5	0	20	6	i	-6	5
Fc1cc(F)c2nc(N3CCCCC3)sc2c1	-29	5	·	-2	-3	11	-2	i	-13	0
Cc1c(Cl)cccc1NC(=O)CCN1CCC(C(N)=O)CC1	-20	1	2	-4	·	5	-4	i	-5	-1
Fc1ccc(-n2nnnc2-c2ccccc2Cl)cc1	-1	6	0	-5	-4	-3	-3	i	-6	0
COc1ccc(/C=N/NC(=O)c2ccccc2NC(=O)c2ccco2)c(OC)c1	28	2	-6	7	-3	11	26	·	3	-1
CCC(C)N(C(=O)c1csnn1)C(C(=O)NC1CCCC1)c1ccccc1F (stereo not drawn)	13	-4	2	-3	-4	·	19	i	-8	·
CCCN(CCC)C(=O)Cn1c(=O)n(CCC(=O)NCCc2ccccc2)c(=O)c2ccccc21	14	2	0	4	-2	53	-1	i	11	2
Cc1ccnc2nc(C(=O)NC3=NCCS3)nn12	·	0	-2	0	2	24	·	i	·	1
Cn1c(N)c(C(=O)COC(=O)C2CCCN2C(=O)c2cccs2)c(=O)n(C)c1=O (stereo not drawn)	3	8	-4	-4	3	9	-2	i	-2	0
CCCOC(=O)CSc1nnc(-c2ccc(Cl)cc2Cl)o1	-14	6	1	7	-7	16	15	i	-11	0
COc1ccc(OC)c(N(CC(=O)Nc2cccc3ccccc23)S(C)(=O)=O)c1	2	3	-2	·	-5	31	-3	i	-3	0
COc1ccc(-n2c(Cc3cccn3C)nnc2SCC(=O)Nc2cc(C)cc(C)c2)cc1	5	-2	-1	-6	-9	22	0	i	6	1
CC1CCN(CCCNC(=O)c2ccc3c(=O)n(CCc4ccccc4)c(=O)[nH]c3c2)CC1	23	-2	-2	0	2	14	-4	i	7	0
O=C(CSC(=S)N1CCCCC1)Nc1nc(-c2ccccc2)c(-c2ccccc2)o1	14	1	1	-1	-3	5	1	i	-3	5
COc1ccc(CCN(C(=O)Cn2nnc3ccccc32)C(C(=O)NCC2CCCO2)c2ccncc2)cc1OC (stereo not drawn)	-4	-10	-4	-4	·	17	-2	i	-4	0

New compounds follow
molecule	HSF1 activator	HDAC3 inh	GSK3A inh	HSP90 refold inh	Dyrk1A ADPGlo	AI-2 QS modul	Platelet DG rel	PolyA inh	HSF1 inhib	GSK3B inh
O=C(CSc1ccc(Cl)cc1)N/N=C/c1cccnc1	7	3	0	5	-5	11	-1	i	-7	0
CCOc1ccc(NC(=S)NNC(=O)CC(C)O)cc1 (stereo not drawn)	·	8	-1	-5	-1	3	-2	i	·	0
COc1ccccc1C(=O)NCC(=O)NNC(=O)C1COc2ccccc2O1 (stereo not drawn)	-13	-1	-4	·	-2	12	-7	i	-1	1
Cc1cc(C)c(NC(=O)COC(=O)/C=C/c2cccs2)c(C)c1	-3	-1	3	0	2	22	-6	i	8	3
COc1ccc(NC(=O)Nc2cc(C)ccc2F)cc1	10	4	1	3	-5	17	32	i	18	-1
Cn1cc(CNCc2ccccc2OCC(O)CN2CCc3ccccc3C2)cn1 (stereo not drawn)	0	-7	1	-5	·	0	0	i	2	-1
CC(C)OP(=O)(OC(C)C)C(Nc1ccc([N+](=O)[O-])cc1)c1cccc([N+](=O)[O-])c1 (stereo not drawn)	17	11	0	2	3	8	-6	i	1	-1
O=C(CCc1ccccc1)OCCN1CCOCC1	7	5	0	5	11	49	-5	i	-3	0
COc1cccc2cc(C(=O)CS(=O)(=O)c3ccc(Cl)cc3)c(=O)oc12	4	0	-3	2	3	2	10	i	1	-1
CCn1cc(SCC(=O)NC2CCCC2)c2ccccc21	6	-3	6	5	-2	26	-7	i	-3	-1
CC(C)COC(=O)n1c(=O)oc2cc(S(=O)(=O)N3CCCCC3)ccc21	0	5	-2	-4	3	21	27	i	-5	5
CN1CCCC(OC(=O)c2ccc(C#N)cc2)C1 (stereo not drawn)	-17	0	-4	-1	0	4	0	i	-2	-1
COC(=O)c1sccc1NC(=O)CCC1CCCC1	13	?	-1	0	1	22	-3	i	12	1
Cc1cc(C)cc(NC(=O)C2CC3CCC2C3)c1 (stereo not drawn)	7	-10	0	2	-2	13	1	i	-8	-3
COc1ccc(CCNC(=O)Cc2cc(OCc3ccccc3)c(OC)cc2[N+](=O)[O-])cc1OC	15	9	5	1	15	24	-1	i	1	4

(further entries)
molecule	HSF1 activator	HDAC3 inh	GSK3A inh	HSP90 refold inh	Dyrk1A ADPGlo	AI-2 QS modul	Platelet DG rel	PolyA inh	HSF1 inhib	GSK3B inh
CN(C)S(=O)(=O)c1cc(NC(=O)COC(=O)C2COc3ccccc3O2)ccc1Cl (stereo not drawn)	-13	2	-2	1	0	46	0	i	-7	0
CC(C)(C)c1ccc(Oc2ccc(NC(=O)c3cccs3)cn2)cc1	-44	2	0	0	-6	26	-3	i	-27	-1
CCN1CC2CCCC3(C1)C(=O)NC1(CCCCC1)N=C23 (stereo not drawn)	11	-10	·	-4	1	14	-6	i	-3	-4
CN(C)c1ccc(C2Nc3ccccc3C(=O)N2CCN2CCNC2=O)cc1 (stereo not drawn)	-4	2	-1	-2	-7	13	5	i	-5	-21
CCN(Cc1ccncc1)C(=O)c1cc(COc2c(F)cccc2F)on1	1	-6	-1	-9	·	-2	1	i	-2	-2
NC(=O)NC(c1ccccc1)c1ccccc1F (stereo not drawn)	-4	1	0	-1	-3	34	6	i	-3	-1
CN(C(=O)c1ccc(S(=O)(=O)c2cccc(Cl)c2)c([N+](=O)[O-])c1)C1CCCCC1	5	4	-3	5	4	22	1	i	2	0
CC(C)c1ccc(/C=N\NC(=O)c2ccc(Cn3cccn3)o2)cc1	-11	13	0	14	1	15	-3	i	-7	6
O=C(NC1CCCCC1)C(c1ccc(O)cc1)N(CC1CCCO1)C(=O)C1COc2ccccc2O1 (stereo not drawn)	20	3	-1	5	1	28	-2	i	3	0
COc1ccc(NC(=O)COC(=O)COc2ccc(Br)cc2)cc1	11	0	-1	0	-3	12	0	i	-3	-2
CCOCc1nnc(NC(=O)COC)s1	-7	-2	-1	5	0	26	0	i	-8	0
COc1ccccc1C(CC(=O)Nc1ccccc1C)c1ccc(OC(C)C)cc1 (stereo not drawn)	-9	6	0	-1	-5	13	-2	i	-3	2
COc1cccc(CN2C(=O)Nc3ccccc3C(=O)N2C(C)(C)C)c1	-12	1	3	12	8	21	-3	i	-2	7
O=C(c1ccc2ccccc2c1)C1CCCN(C(=O)c2cnccn2)C1 (stereo not drawn)	-4	-3	1	0	-1	18	6	i	-2	1
Oc1ccc(N=Nc2cccc(C(F)(F)F)c2)cc1C=Nc1ccc(N2CCOCC2)cc1	24	2	-3	5	6	26	6	i	-3	1

(listing goes on)
molecule	HSF1 activator	HDAC3 inh	GSK3A inh	HSP90 refold inh	Dyrk1A ADPGlo	AI-2 QS modul	Platelet DG rel	PolyA inh	HSF1 inhib	GSK3B inh
Cc1nn(C(C)C(=O)O)c2ccccc12 (stereo not drawn)	-12	-2	-2	4	0	8	7	i	13	4
Cc1cc2ncc(-c3ccc(Cl)cc3)c(N)n2n1	36	-5	-5	-2	6	10	-2	i	14	0
CC(=O)N1c2ccccc2N(Cc2ccc(C)cc2C)C(=O)C1(C)C	-9	-4	1	·	-1	11	2	i	-11	-1
O=C(c1noc2c1CCCC2)N1CCc2c([nH]c3ccccc23)C1c1ccccn1 (stereo not drawn)	-2	1	0	-2	·	20	-2	i	7	2
COC(=O)c1c(NC(=O)/C=C/c2ccc3c(c2)OCO3)sc(C)c1C	19	1	-1	0	0	6	-5	i	-4	2
O=C(O)C1CCC(CNCc2ccccc2Cl)CC1 (stereo not drawn)	-3	-3	0	0	-1	11	6	i	-2	0
COc1cc(/C=C2\SC(=S)N(c3cccnc3)C2=O)ccc1O	-4	2	11	0	·	33	11	i	-3	-1
C/C(=N\O)C(C)NC(=O)c1ccccc1 (stereo not drawn)	-4	0	4	1	1	13	1	i	-10	3
Nc1ccc(S(=O)C(F)(F)F)cc1 (stereo not drawn)	1	-6	0	3	4	4	1	i	-3	-6
CC(Sc1ccc([N+](=O)[O-])cn1)C(=O)Nc1nccs1 (stereo not drawn)	18	3	-2	3	-4	16	-3	i	-5	2
